Screens (PubChem)
DT40 TDP1 CPT: DT40-hTDP1 cell growth loss with CPT | chicken DT40 Tdp1-/-;hTDP1 cells + 20 nM CPT, ATP luminescence, 48 h | Potency, µM (top dose mostly 46.2 µM), without a hit: at the highest dose activity change, negative = growth inhibition, hits mostly inhibitors | hit rate 12% among 420,000; note: nearly all actives have a fitted effect of over 55% in size
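Chicken DT40 Tdp1-/- cells complemented with human TDP1, 400 cells/well, exposed to compounds plus 20 nM camptothecin for at least 48 h at 37 C; viability read as ATP content by CellTiter-Glo luminescence.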
TDP1 block: inhibitors of human tyrosyl-DNA phosphodiesterase TDP1; Q9NUW8; recombinant TDP1, AlphaScreen DNA substrate cleavage; Potency, µM (titrated, usually from 130 µM), inactives show top-dose activity change, negative = inhibition, hits mostly inhibitors; hit rate 0.28% among 350,000; AID 485290; note: nearly all actives have a fitted effect of over 40% in size
Target sequence (Q9NUW8 whole entry, looked up): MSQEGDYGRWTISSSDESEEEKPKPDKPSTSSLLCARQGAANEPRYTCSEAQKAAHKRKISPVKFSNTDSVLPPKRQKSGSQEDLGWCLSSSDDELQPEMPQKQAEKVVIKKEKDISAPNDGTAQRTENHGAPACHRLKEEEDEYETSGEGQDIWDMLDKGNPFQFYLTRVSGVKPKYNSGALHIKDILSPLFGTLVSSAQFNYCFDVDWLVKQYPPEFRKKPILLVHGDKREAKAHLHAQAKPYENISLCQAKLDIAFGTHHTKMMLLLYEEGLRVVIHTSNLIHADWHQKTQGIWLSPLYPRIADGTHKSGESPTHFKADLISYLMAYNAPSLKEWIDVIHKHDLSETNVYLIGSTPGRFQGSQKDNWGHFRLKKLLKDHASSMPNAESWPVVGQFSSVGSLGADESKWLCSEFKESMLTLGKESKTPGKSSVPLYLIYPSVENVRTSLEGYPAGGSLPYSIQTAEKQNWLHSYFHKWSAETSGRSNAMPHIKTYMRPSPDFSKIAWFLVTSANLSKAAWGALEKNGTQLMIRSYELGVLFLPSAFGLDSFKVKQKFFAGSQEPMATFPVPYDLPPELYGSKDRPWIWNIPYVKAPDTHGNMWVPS
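AlphaScreen read-out: signal falls as enzyme removes the 3' tyrosine-FITC from a 5'-biotinylated DNA oligo (15 nM, 5 min, RT). Enzyme was E. coli-made recombinant Tdp1 at 1 nM, exposed to compound for 15 min beforehand; beads 10 ug/ml, 10 min.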
TDP1 cell noCPT: qHTS for Inhibitors of human tyrosyl-DNA phosphodiesterase 1 (TDP1): qHTS in cells in absence of CPT. DT40 Tdp1-/- hTDP1 cells, no CPT, ATP luminescence, 48 h. Potency, µM (series often up to 46.2 µM), without a hit: top-dose activity change, negative = growth inhibition, most hits filed as inhibitors. hit rate 15% among 420,000. AID 686978, 2013; note: nearly all actives have a fitted effect of over 55% in size
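Chicken DT40 Tdp1-/- cells stably complemented with human TDP1 were seeded at 400 cells/well with DMSO in place of 20 nM camptothecin. After compound pinning, cells grew at least 48 hr at 37 °C; viability read by CellTiter-Glo luminescence.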
* = called active by the depositor; ? = inconclusive; . = no result given; & = joins results of further samples; [ ] = another dose, or the depositor's remark. Calls come from the whole dose curve; as a rule, active = well fitted curve in the direction sought with a large enough effect; inconclusive = small, poorly fitted or top-dose-only effect, or another doubt; inactive = no such curve, though single readings can be large; an effect the other way counts as inactive or inconclusive. % is set by controls: 0 for no effect and ±100 for the full control effect; potency is the fitted concentration of half-maximal effect.

SMILES	DT40 TDP1 CPT	TDP1 block	TDP1 cell noCPT
COc1cc2c(cc1OC)Cc1cc(OC)c(OC)cc1Cc1cc(OC)c(OC)cc1C2	-29%	-1%	-22%
Cc1ccc(S(=O)(=O)/N=C(/c2ccc(F)cc2)N(C)C)cc1	29%	.	5%
Nn1c(SCC(=O)Nc2ccc3c(c2)OCCO3)nnc(CCC(=O)O)c1=O	21µM*	2%	?
CC(C)CC(=O)Nc1ccc([N+](=O)[O-])cc1Cl	3%	-4%	4%
O=C(CSc1nnc(-c2ccccc2F)o1)Nc1ccc(N2CCOCC2)cc1	-2%	1%	2%
CC(=O)N(Cc1nc2sc(C)c(C)c2c(=O)[nH]1)C1CCCC1	21µM*	7%	?
O=C(N/N=C/c1ccco1)c1ccc(NC(=O)c2ccc(Cl)cc2)cc1	1%	?	-1%
CCc1nnc(NC(=O)CSc2ccc(-c3ccccc3OC)nn2)s1	0%	4%	-3%
CC(C)CCNC(=O)C(c1ccncc1)N(Cc1cccs1)C(=O)Cn1nnc(-c2ccc(F)cc2)n1 (centres undefined)	9.2µM*	5%	?
CNC(=O)C(NC(=O)c1ccccc1)=C(C)C	1%	.	6%
OCC[C@@H]1C[C@H](O)[C@@H](O)[C@@]2(Cc3ccccc3CO2)O1	-2%	.	0%
O=C(COc1ccc(F)cc1)OCCN1CCOCC1	8%	-1%	2%
Cn1cc(CN2CCCC(CO)(Cc3ccccc3)C2)cn1 (centres undefined)	-13%	1%	0%
O=C(c1ccc(F)cc1F)N1CCN(c2n[nH]c(=O)[nH]c2=O)CC1	9%	8%	11%
Cc1cccc(NC(=O)CN2C(=O)CNC2=O)c1	-5%	7%	-9%

Some values from the results shown.
CNC(=O)C(NC(=O)c1ccccc1)=C(C)C | DT40 TDP1 CPT = 1%
O=C(COc1ccc(F)cc1)OCCN1CCOCC1 | DT40 TDP1 CPT = 8%
O=C(CSc1nnc(-c2ccccc2F)o1)Nc1ccc(N2CCOCC2)cc1 | TDP1 block = 1%
O=C(N/N=C/c1ccco1)c1ccc(NC(=O)c2ccc(Cl)cc2)cc1 | TDP1 cell noCPT = -1%
CCc1nnc(NC(=O)CSc2ccc(-c3ccccc3OC)nn2)s1 | TDP1 cell noCPT = -3%

Back to the main list, repeating the 4 entries before the break.
SMILES	DT40 TDP1 CPT	TDP1 block	TDP1 cell noCPT
O=C(COc1ccc(F)cc1)OCCN1CCOCC1	8%	-1%	2%
Cn1cc(CN2CCCC(CO)(Cc3ccccc3)C2)cn1 (centres undefined)	-13%	1%	0%
O=C(c1ccc(F)cc1F)N1CCN(c2n[nH]c(=O)[nH]c2=O)CC1	9%	8%	11%
Cc1cccc(NC(=O)CN2C(=O)CNC2=O)c1	-5%	7%	-9%
O=C(NC1CCCCC1)c1nc(C2CCNCC2)oc1-c1ccccc1	?	.	?
CSCC[C@H](NC(=O)NCc1ccccc1F)C(=O)O	-1%	-1%	-13%
O=C(c1coc(=O)c2ccccc12)N1CCN(Cc2ccccc2)CC1	-12%	2%	-2%
Cc1nnc(N2CCCC(C(=O)Nc3cccc(C(F)(F)F)c3)C2)c2nn(-c3ccccc3)c(C)c12 (centres undefined)	?	-1%	21µM*
COc1cc(/C=C2\SC(N)=NC2=O)ccc1OCC(=O)Nc1ccc(C)cc1	1.5µM*	-11%	1.5µM*
CN(CC(=O)Nc1ccccc1[N+](=O)[O-])Cc1ccc(Br)cc1	5%	13%	-15%
COc1ccc(CN2C(=O)CCC(C(=O)O)C2c2ccccc2)cc1 (centres undefined)	5%	6%	-11%
O=C(CN1C(=O)C(=O)N(Cc2ccco2)C1=O)Nc1ccccc1	0%	-10%	3%
CN1CCN(NC(=O)c2ccc(Cl)c(S(=O)(=O)Nc3ccc(Cl)cc3)c2)CC1	-1%	7%	7%
COc1cccc(/C=N/NC(=O)C(=O)NCc2cccnc2)c1O	?	6%	?
CCC(=O)Nc1cc(C(F)(F)F)ccc1N1CCCC1	-3%	2%	-3%
O=C1c2ccccc2N(Cc2ccc(Cl)cc2)C2=NCCN12	-26%	5%	-4%
CCOc1ccccc1N1CCN(CC(=O)N(CC(C)C)c2c(N)n(CC(C)C)c(=O)[nH]c2=O)CC1	-7%	1%	-4%
O=C(CSc1nc(-c2ccccc2)c(-c2ccccc2)[nH]1)N1CCN(S(=O)(=O)c2ccccc2)CC1	18µM*	7%	18µM*
O=C(Nc1ccc(Oc2ccccc2)nc1)C1CCCCN1Cc1ccco1 (centres undefined)	4.1µM*	3%	4.1µM*
Cc1ccc(CCNC(=O)CN2C(=O)COc3ccc(S(=O)(=O)N4CCCCC4)cc32)cc1	?	5%&3%	-25%&-108%
CCn1cc(C(=O)OCC(=O)c2ccc(Cl)cc2)c(=O)c2ccc(C)nc21	2%	-3%	-11%
CCC(C)NS(=O)(=O)c1ccc(S(=O)(=O)N(CCc2ccc(OC)c(OC)c2)Cc2cccs2)cc1 (centres undefined)	10µM*	0%	7.3µM*
CCc1ccc2nc(N(CCN(C)C)C(=O)c3ccc4ccccc4c3)sc2c1	?	11%	-18%
CC(C)n1nnnc1C1c2ccccc2C(=O)N1C1CC1 (centres undefined)	-14%	.	-4%
Cc1nnc(SCC(=O)Nc2cc(S(C)(=O)=O)ccc2Cl)n1Cc1ccccc1	-2%	-1%[0.0935 µM]	-17%
C=CCOC(=O)C1=C[C@H](c2coc3ccccc3c2=O)C[C@H](OCCCCO)O1	-23%	.	-16%
O=C(c1noc2c1CCCC2)N1CCOc2ccc(CN3CCN(c4ccccn4)CC3)cc2C1	10%[9.04 µM]	.	-17%
CC(C)c1cnc2c(c1SCc1cccc(F)c1)c(=O)n(C)c(=O)n2C	16µM*	3%	23µM*
O=C(O)Cn1nc(-c2ccccc2)oc1=O	1%	4%	-4%
O=C1c2ccccc2C(=O)N1Cc1nc2ccccc2c(=O)n1Cc1ccco1	-12%	4%	8%
Cc1ccccc1NC(=O)Cn1nnc(-c2ccc(N3CCOCC3)cc2)n1	-17%	-2%	-13%
COc1ccccc1CC(NC(C)=O)C(=O)NC1CCN(S(=O)(=O)c2ccc(NC(C)=O)cc2)CC1 (centres undefined)	2%	.	-2%
C/C=C/c1cccc(-c2nc(C(=O)NC3CCC3)cc3c2[C@@H](CCO)N(S(=O)C(C)(C)C)C3)c1 (some centres undefined)	?	.	?
O=C(CN1C(=O)NC2(CCCCCCC2)C1=O)NCc1ccccc1	-12%	0%	2%

One compound at a time, from the list above:
CCC(C)NS(=O)(=O)c1ccc(S(=O)(=O)N(CCc2ccc(OC)c(OC)c2)Cc2cccs2)cc1 (centres undefined) is listed with DT40 TDP1 CPT: 10µM*; TDP1 block: 0%; TDP1 cell noCPT: 7.3µM*
C/C=C/c1cccc(-c2nc(C(=O)NC3CCC3)cc3c2[C@@H](CCO)N(S(=O)C(C)(C)C)C3)c1 (some centres undefined) is listed with DT40 TDP1 CPT: ?; TDP1 block: .; TDP1 cell noCPT: ?
CC(C)n1nnnc1C1c2ccccc2C(=O)N1C1CC1 (centres undefined) is listed with DT40 TDP1 CPT: -14%; TDP1 block: .; TDP1 cell noCPT: -4%

(listing goes on)
SMILES	DT40 TDP1 CPT	TDP1 block	TDP1 cell noCPT
C=CCn1c(=O)c2ccccc2n2c(SCc3cc(=O)n4ccsc4n3)nnc12	-10%	6%	-21%
CC(=O)Nc1cc2nc(C)n(Cc3ccccc3)c2nc1C	15%	.	-11%
Cc1c(C(=O)/C=C/N(C)C)nnn1-c1ccc(Cl)cc1C#N	-3%	5%	-18%
CC(=O)c1ccc(S(=O)(=O)Nc2cccc(-n3cnnn3)c2)cc1	-28%	?	0%
Cc1ccc(OC(C)C(=O)NCC2(N3CCOCC3)CCCCC2)cc1C (centres undefined)	?	-1%	?
COc1cc(CCC(=O)OCC(=O)NC2CCCC(C)C2C)cc(OC)c1OC (centres undefined)	-10%	-2%	-2%
CCc1cccc(CC)c1NC(=O)COC(=O)CCc1cc(OC)c(OC)c(OC)c1	15%	-3%	-17%
O=c1oc2ccccc2n1CCCOc1ccccc1	2%	0%	-22%
COc1ccc(-c2nnn(CC(=O)N(CCO)C(C(=O)NC3CCCC3)c3ccncc3)n2)cc1 (centres undefined)	0%	-3%	-22%
COc1ccc(OC)c2c1sc(=NC(=O)c1ccco1)n2C	?	-1%	?
O=[N+]([O-])c1cc(Br)c(O)c(/C=N/Nc2nnnn2-c2cccc3ccccc23)c1	-16%	12%	-4%
COc1cc(OC)c(OC)cc1CCC(C)NC(=O)Cc1ccccc1 (centres undefined)	-18%	.	11%
CCOC(=O)c1cnc2cc(C(F)(F)F)ccc2c1Nc1ccc(F)cc1F	?	5%	?
O=C(COC(=O)c1cccc(S(=O)(=O)NCc2ccccc2)c1)c1ccc2c(c1)OCCO2	?	-3%	?
COCCNC(=O)C(c1cccs1)N(CCc1ccccc1)C(=O)Cn1nnc2ccccc21 (centres undefined)	-26%	10%	-15%
CCCC(=O)N1CCC1(C)C(=O)NCc1ccccc1SC (centres undefined)	-28%	.	-28%
CCCNC(=O)c1ccc2c(c1)ncn2-c1cc(C)cc(C)c1	-5%	1%	-25%
CCNC(=S)NNC(=O)c1cc(-c2cc(C)ccc2C)nc2ccccc12	15µM*	10%	15µM*
CC(C)(C)NS(=O)(=O)c1ccc2c(c1)oc(=O)c1cc(S(=O)(=O)NC(C)(C)C)ccc12	4%	8%	-3%
O=C(CSc1nnnn1C1CCCCC1)N1CCN(C(=O)c2ccco2)CC1	-11%	8%	-13%
COc1ccc(C(=Cc2cc(OC)c(OC)cc2[N+](=O)[O-])C(=O)O)cc1	11%	.	7%
CC(C)CCNc1nc(N)c([N+](=O)[O-])c(NCCO)n1	4%	4%	?
C[C@H](/C=C/[C@@]1(O)[C@H](C)C[C@H](O)CC1(C)C)O[C@@H]1O[C@H](CO)[C@@H](O)[C@H](O)[C@H]1O	1%	.	-18%
CCOC(=O)C1CCCN(C(=O)c2ccc(-c3ccc([N+](=O)[O-])cc3)o2)C1 (centres undefined)	12µM*	.	12µM*
CCCCCCC[N+](CC)(CC)CCCCc1ccc(Cl)cc1	0.65µM*	7%[56.1 µM]	0.21µM*
COc1cccc(/C=N/NC(=O)CC(=O)NCCc2ccccc2)c1OC	-19%	8%	-8%
COCCN(CC(=O)NCc1ccc(OC)cc1)C(=O)CCC(=O)Nc1nccs1	-1%	4%	-14%
C=C(C)Cn1c2ccc(NC(=O)NCCc3ccccc3)cc2c(=O)n1C	-13%	.	-15%
O=C(Cc1ccccc1F)Nc1nc(-c2ccc(F)cc2)cs1	8.2µM*	-1%	5.8µM*
O=C(O)Cn1cc(/C=N/NC(=O)c2cc3cc(Br)ccc3o2)c2ccccc21	-2%	.	4%
C[C@]12CC[C@H](O)CC1=CCC1C2CC[C@@]2(C)C1CC[C@@H]2NC(=O)[C@@H](N)Cc1ccccc1 (some centres undefined)	?	2%	21µM*
